# MITF inh = inhibitors of human MITF; O75030; AlphaScreen MITF homodimerization, bead proximity signal; inhibition, % at 2.6 µM; actives 0.91% (n = 650,000); in the data active = inhibition above about 50%;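 note: 0% = vehicle wells with protein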
# Target sequence (O75030 whole entry, looked up): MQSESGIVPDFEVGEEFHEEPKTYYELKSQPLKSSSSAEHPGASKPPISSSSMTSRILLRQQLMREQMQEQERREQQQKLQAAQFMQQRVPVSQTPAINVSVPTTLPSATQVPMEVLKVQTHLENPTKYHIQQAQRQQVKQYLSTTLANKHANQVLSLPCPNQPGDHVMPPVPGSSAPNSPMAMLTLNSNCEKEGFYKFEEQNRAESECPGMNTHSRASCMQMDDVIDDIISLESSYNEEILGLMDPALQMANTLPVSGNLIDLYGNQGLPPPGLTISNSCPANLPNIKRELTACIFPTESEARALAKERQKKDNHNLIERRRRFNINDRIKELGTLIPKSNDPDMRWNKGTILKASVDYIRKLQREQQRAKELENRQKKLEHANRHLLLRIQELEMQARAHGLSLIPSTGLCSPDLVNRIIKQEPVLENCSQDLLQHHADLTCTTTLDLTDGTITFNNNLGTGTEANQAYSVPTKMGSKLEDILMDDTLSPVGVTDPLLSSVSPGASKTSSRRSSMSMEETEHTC
# FBW7 activator = activators of human E3 ligase FBW7. Q969H0. actives 0.13% (n = 650,000). AlphaScreen FBW7–phospho-cyclin E peptide binding, activator screen. normalized activity (activation), % at 26.1 µM; in the data active = normalized activity above about 1.9%;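 note: purified mutant Fbw7 with reduced substrate affinity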
# TEAD-YAP inh = TEAD-YAP interaction inhibition | HEK-TIYL cells, TEAD-Gal4/YAP UAS-luciferase luminescence | inhibition, % at 9.12 µM | actives 1.4% (n = 640,000) | AID 1259422; in the data active = inhibition above about 32%;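 note: 0% = median of test compound wells and 100% = reference inhibitor wells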
# GPR151 ag = human GPR151 activation. PathHunter beta-arrestin GPR151 cells, luminescence. actives 1% (n = 650,000). activation, % at 11.2 µM; in the data active = activation above about 4.9%;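 note: 0% = median of compound wells and 100% = cells with positive control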
# Target sequence (Q8TDV0 whole entry, looked up): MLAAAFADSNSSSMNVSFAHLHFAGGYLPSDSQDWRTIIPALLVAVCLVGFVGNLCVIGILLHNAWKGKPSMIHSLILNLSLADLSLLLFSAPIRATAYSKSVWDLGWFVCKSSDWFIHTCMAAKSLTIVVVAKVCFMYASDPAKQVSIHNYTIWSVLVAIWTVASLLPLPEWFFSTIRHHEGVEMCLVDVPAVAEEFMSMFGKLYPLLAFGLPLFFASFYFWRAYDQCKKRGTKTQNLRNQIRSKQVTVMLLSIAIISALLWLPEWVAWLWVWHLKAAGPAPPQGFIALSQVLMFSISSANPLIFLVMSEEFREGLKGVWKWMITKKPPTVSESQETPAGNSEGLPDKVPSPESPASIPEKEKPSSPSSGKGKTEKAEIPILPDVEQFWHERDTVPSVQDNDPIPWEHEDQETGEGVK
# * = called active by the depositor; nt = no result given.
structure	MITF inh	FBW7 activator	TEAD-YAP inh	GPR151 ag
CCOC(=O)c1c(NC(=O)c2cc3n(n2)C(C(F)(F)F)CC(c2ccc(OC)c(OC)c2)N3)sc2c1CCCC2 (stereo not drawn)	14	0.1	-6	-1.0
O=c1oc(-c2ccc(Br)cc2)nc2sc3c(c12)CCCC3	7	-0.3	0	1.0
CCN(CC)C(=O)c1ccc2nc(N)sc2c1	9	-0.5	5	-0.9
CCOc1ccc(C(=O)CC2(O)C(=O)Nc3ccc(C)cc32)cc1 (stereo not drawn)	-95	-0.3	-10	-0.4
Cc1ccc2onc(CC(=O)Nc3cccnc3Cl)c2c1	0	1.2	-21	0.0
COc1ccccc1C1CC(c2c(-c3ccccc3)c3cc(Cl)ccc3[nH]c2=O)=NN1C(=O)CN1CCCC1 (stereo not drawn)	-11	0.2	-2	-1.7
Cc1ccc(C(=O)NCC(=O)OCC(=O)Nc2ccc(Oc3ccccc3)cc2)s1	5	0.0	9	0.1
CN(C)Cc1c(C(=O)N/N=C/c2ccccc2C(=O)O)nnn1-c1nonc1N	-6	0.0	-9	0.3
Cc1ccc(S(=O)(=O)Nc2ccc(Cl)c3cccnc23)cc1	-11	0.0	58*	-0.7
O=C(CCc1ccccc1)N/N=C/c1ccncc1	2	-0.1	-6	-0.3
COC(=O)C1=C(C)N(Cc2ccccc2)C2=C(C(C)=O)C[C@@](O)(C(=O)OC)C(=O)N2[C@@H]1c1ccccc1	-2	-0.1	nt	-2.6
CCCc1c(C)nc2c(C(=O)NCc3ccc(C)cc3)c[nH]n2c1=O	19	0.8	8	0.6
CCN(CC)S(=O)(=O)c1ccc(C(=O)Nc2c3c(nn2-c2ccccc2C)CS(=O)(=O)C3)cc1	8	0.1	3	0.7
COc1cccc(-n2cc(C(=O)NCCC(=O)N(C)C3CCCCC3)c3ccccc3c2=O)c1	-1	0.0	14	-0.9
Cc1cccc(C(=O)NNC(=O)c2cccc(I)c2)c1	5	0.0	-7	0.4
C#CCSc1nc(C)cc(C)c1C#N	7	0.0	6	1.3
COc1cc(C(=O)Nc2ccc(S(=O)(=O)Nc3ccc(F)cc3)cc2)cc(OC)c1OC	-15	0.1	11	0.8
CC1CN(C(=O)c2ccc3c(c2)OCO3)OC(c2ccco2)O1 (stereo not drawn)	4	0.2	9	-0.6
COc1ccc(C(c2c(C)[nH]n(C(N)=S)c2=O)C(C#N)C#N)cc1 (stereo not drawn)	18	-0.3	7	0.1
Cn1c(=O)c2c(-c3ccccc3Cl)c3c(nc2n(C)c1=O)-c1ccccc1C3O (stereo not drawn)	1	0.1	3	-0.2
COCCNC(=O)CN(c1ccc(Cl)cc1C)S(=O)(=O)c1ccccc1	10	0.0	13	-0.1
Cn1ccnc1SCc1cc(=O)c(OC(=O)c2ccc(Cl)cc2Cl)co1	15	-0.6	-2	-0.1
CCNc1oc(COc2ccccc2OC)nc1C#N	4	0.1	-6	0.4
COc1ccc2[nH]c(=O)c(-c3noc(C)n3)cc2c1	-10	0.1	-9	0.0
CCN1CCN(S(=O)(=O)c2ccc3c(c2)SC(C)CN3C(C)=O)CC1 (stereo not drawn)	-3	0.0	6	6.1*
O=C(CN1C(=O)c2ccc([N+](=O)[O-])cc2C1=O)NNC(=O)CC12CC3CC(CC(C3)C1)C2	0	0.1	-1	1.7
Cc1cc(C(F)(F)F)nc2nc(N)nn12	-1	0.1	-8	-0.9
COc1ccc(-c2ccc(C(=O)NCc3cccc(C(F)(F)F)c3)s2)cn1	-5	0.0	4	-1.1
CCC1CCc2c(sc(NC(=O)/C=C/c3cccs3)c2C(N)=O)C1 (stereo not drawn)	2	0.0	-31	4.3
N#CCc1c(C#N)c(N)nc(N2CCN(c3ccccc3F)CC2)c1C#N	8	0.1	-3	1.2

# Continuation.
mol | MITF inh | FBW7 activator | TEAD-YAP inh | GPR151 ag
COc1cc(NC(=O)c2ccnc(-c3cccc(C(C)=O)c3)c2)cc(OC)c1OC | 13 | -0.1 | -8 | -0.6
Cc1nn2cc(CNC(=O)CC3C(=O)NCCN3CC3CCCCC3)nc2s1 (stereo not drawn) | 3 | 0.0 | -15 | -0.7
COc1ccc(C(=O)Nc2nnc(-c3ccccn3)o2)c(OC)c1 | 24 | -0.1 | -42 | -3.0
CC(C)C(=O)Nc1ccc(S(=O)(=O)NCC2COC3(CCCCC3)O2)cc1 (stereo not drawn) | 0 | 0.1 | 0 | 0.4
Cn1ccnc1C1(O)CC2CCC(C1)N2S(=O)(=O)c1ccc(F)cc1 (stereo not drawn) | -3 | 0.0 | 6 | -0.3
O=C(Nc1cc([N+](=O)[O-])cc2oc(-c3ccccc3)cc12)c1ccc(F)cc1 | 12 | 0.0 | -3 | -0.6
COc1ccc(Cl)cc1C(=O)NC(=S)Nc1cc(-c2nc3ncccc3o2)ccc1C | -5 | 0.0 | -10 | -1.2
COc1ccc(/C=N/N(C)C2=NCCN2)c(OC)c1OC | 3 | 0.0 | 2 | 6.9*
CN(Cc1ccccc1)c1ncnc2c1cnn2-c1ccc(Cl)cc1 | 1 | 0.1 | -10 | 2.0
CCCCNC(=O)c1cccnc1SCc1cccc(Br)c1 | -10 | 0.2 | -13 | -1.7
O=P(O)(O)Cc1ccccc1O | 7 | -0.3 | -6 | -1.3
O=C(NC1CCC(C(=O)O)CC1)c1ccc([N+](=O)[O-])cc1 (stereo not drawn) | 12 | 0.0 | -1 | 0.5
CN(/N=C/c1ccccc1)C1=NS(=O)(=O)c2ccccc21 | 0 | -0.2 | -6 | -1.3
CC1(C)Cc2cccc(OCC(=O)OCC(=O)c3ccc(Cl)s3)c2O1 | 13 | 0.1 | 9 | 0.6
COc1ccc(NC(=S)NCC2CCCO2)c(OC)c1 (stereo not drawn) | 11 | 0.0 | 1 | 2.1
CC1CCC(NC(=O)CC(C)S(=O)(=O)c2ccc3c(c2)OCC(=O)N3)CC1 (stereo not drawn) | 16 | 0.3 | 15 | -2.0
CCN1CCN(C(=O)CN(c2ccc(OCc3ccccc3)cc2)S(C)(=O)=O)CC1 | 5 | 0.0 | 12 | 1.7
COc1nc(NCc2cccc(C(F)(F)F)c2)nc(-c2csc3ccccc23)n1 | 1 | 0.0 | -7 | 2.6
Cc1cc(/C=C2\C(=N)N3N=C(c4ccccc4)SC3=NC2=O)c(C)n1-c1ccccc1 | -18 | 0.0 | 8 | 0.3
O=C(O)c1ccccc1N1C(=O)c2ccccc2C1=O | -2 | -0.1 | 3 | 2.0
O=C(CCC(=O)Nc1ccccc1Cl)NNC(=O)Nc1cccc([N+](=O)[O-])c1 | -4 | -0.3 | -4 | 0.4
O=C(CSc1nnc2c(n1)[nH]c1ccc(Br)cc12)N1CCCC1 | 6 | 0.0 | 0 | 0.4
COc1ccc(C)cc1S(=O)(=O)N1CCCC(c2nnc(Cc3ccccc3)s2)C1 (stereo not drawn) | -3 | 0.0 | 23 | 0.6
O=S(=O)(NC1=NCCC1)c1cccc(NS(=O)(=O)c2ccc(F)cc2)c1 | -10 | 0.0 | -3 | -1.2
O=C(Nc1nc2c(s1)CCCC2)c1cc2ccccc2c(=O)o1 | -2 | 0.3 | -11 | 0.0
CCC1C(=O)NCCN1Cc1ccc2c(c1)CN(Cc1ccc(OC)cc1OC)CCO2 (stereo not drawn) | 8 | 0.9 | 2 | -1.6
CCOC(=O)c1nn(-c2ccccc2)c(=O)c2c(NC(=O)C3CCCCC3)scc12 | 6 | 0.8 | 1 | -1.5
C/C=C/C(=O)Nc1nnc(C)s1 | -14 | -0.1 | 1 | -0.4
O=[N+]([O-])c1cc(S(=O)(=O)N2CCOCC2)ccc1N1CCc2ccccc2C1 | 10 | -0.1 | -12 | -1.8
CCCC(=O)Nc1cccc(NC(=O)c2ccccc2I)c1 | 8 | 0.1 | -4 | -0.8
CCOC(=O)c1sc2c(c1NC(=O)c1ccc(Cl)cc1)CCCC2O (stereo not drawn) | 8 | 0.8 | -5 | 1.8
CCCOc1ccc(C2C(=O)N(C3CCCCC3)CC(=O)N2C2CC2)cc1OC (stereo not drawn) | 9 | 0.7 | 1 | -2.0
O=C(Nn1c(C2CCC2)nc2ccccc2c1=O)c1cccnc1 | -3 | -0.1 | -6 | -0.7
CCOC(=O)c1c(NC(=O)CSc2nnc(CNC(=O)c3cccc(OC)c3)n2-c2cccc(C)c2)sc2c1CCCC2 | 5 | 0.0 | 7 | 0.8
C/C(=N\Nc1ccc(Cl)nn1)c1ccc2c(c1)OCO2 | 15 | -0.3 | -19 | -0.5
O=c1c(NC2CCCCC2)c(-c2ccc(Cl)cc2)c1=O | -2 | -0.1 | -9 | 1.1
COc1ccc(-c2nc3c(NC4CCN(Cc5ccccc5)CC4)ncnc3n2C(C)C)cc1 | 0 | -0.1 | 14 | -1.1
O=C(CCS(=O)(=O)c1ccc2c(c1)OCC(=O)N2)Nc1ccc(F)c(Cl)c1 | 12 | 0.1 | 7 | -1.2
O=C(NNC(=S)NC(=O)c1ccccc1[N+](=O)[O-])c1ccccc1[N+](=O)[O-] | 2 | 0.2 | 6 | -0.1
CCOc1ccccc1N1CCN(C(=O)c2c(OC)cccc2OC)CC1 | 8 | -0.1 | 6 | 0.3

# Reprinted at random: 2 entries already listed.
mol | MITF inh | FBW7 activator | TEAD-YAP inh | GPR151 ag
O=C(CCS(=O)(=O)c1ccc2c(c1)OCC(=O)N2)Nc1ccc(F)c(Cl)c1 | 12 | 0.1 | 7 | -1.2
C/C(=N\Nc1ccc(Cl)nn1)c1ccc2c(c1)OCO2 | 15 | -0.3 | -19 | -0.5

# Later entries.
mol | MITF inh | FBW7 activator | TEAD-YAP inh | GPR151 ag
Cc1cccc(NC(=O)CSc2nnc(-c3ccc(NS(C)(=O)=O)cc3)o2)c1 | 12 | 0.1 | -26 | 0.2
C=CCOc1ccc(/C(O)=C2/C(=O)C(=O)N(CCN(C)C)C2c2ccc(C)o2)cc1 (stereo not drawn) | 6 | 0.0 | 10 | -0.9
CCN(CCCNC(=O)CCn1c(=S)[nH]c2cc3c(cc2c1=O)OCO3)c1cccc(C)c1 | 9 | 0.0 | -5 | -0.8
O/N=C(\Cn1cncn1)c1ccc(Cl)cc1Cl | 3 | 0.0 | -3 | 0.8
Cc1ccc(CNC(=O)C2CCC(CNc3c(N4CCC(C)CC4)c(=O)c3=O)CC2)cc1 (stereo not drawn) | 10 | 0.6 | 12 | -0.8
Cc1ccc(C)c(S(=O)(=O)Nc2ccc(C(=O)NCCc3ccccc3)cc2)c1 | -13 | -0.1 | 2 | 1.0
Cn1ccnc1-c1ccc(-c2nccn2C)cc1 | -3 | -0.1 | -8 | -0.3
O=C1[C@H]2CN(Cc3cccc(F)c3)CCN2C(=O)[C@H]2CCCN12 | 4 | 0.1 | -2 | 0.9
O=C(CSc1nnc(NC(=O)c2ccc3c(c2)OCO3)s1)NC1CCCCC1 | -13 | 0.4 | 2 | -1.4

# Compounds from the list above containing fluorine, in the order listed:
mol | MITF inh | FBW7 activator | TEAD-YAP inh | GPR151 ag
CCOC(=O)c1c(NC(=O)c2cc3n(n2)C(C(F)(F)F)CC(c2ccc(OC)c(OC)c2)N3)sc2c1CCCC2 (stereo not drawn) | 14 | 0.1 | -6 | -1.0
COc1cc(C(=O)Nc2ccc(S(=O)(=O)Nc3ccc(F)cc3)cc2)cc(OC)c1OC | -15 | 0.1 | 11 | 0.8
Cc1cc(C(F)(F)F)nc2nc(N)nn12 | -1 | 0.1 | -8 | -0.9
COc1ccc(-c2ccc(C(=O)NCc3cccc(C(F)(F)F)c3)s2)cn1 | -5 | 0.0 | 4 | -1.1
N#CCc1c(C#N)c(N)nc(N2CCN(c3ccccc3F)CC2)c1C#N | 8 | 0.1 | -3 | 1.2
Cn1ccnc1C1(O)CC2CCC(C1)N2S(=O)(=O)c1ccc(F)cc1 (stereo not drawn) | -3 | 0.0 | 6 | -0.3
O=C(Nc1cc([N+](=O)[O-])cc2oc(-c3ccccc3)cc12)c1ccc(F)cc1 | 12 | 0.0 | -3 | -0.6
COc1nc(NCc2cccc(C(F)(F)F)c2)nc(-c2csc3ccccc23)n1 | 1 | 0.0 | -7 | 2.6
O=S(=O)(NC1=NCCC1)c1cccc(NS(=O)(=O)c2ccc(F)cc2)c1 | -10 | 0.0 | -3 | -1.2
O=C(CCS(=O)(=O)c1ccc2c(c1)OCC(=O)N2)Nc1ccc(F)c(Cl)c1 | 12 | 0.1 | 7 | -1.2
O=C1[C@H]2CN(Cc3cccc(F)c3)CCN2C(=O)[C@H]2CCCN12 | 4 | 0.1 | -2 | 0.9
